# NPC1 promoter act = activates the NPC1 promoter; Huh7 NPC1 promoter luciferase reporter, 24 h; Potency, µM (top dose mostly 9.22 µM), for the others: at the highest dose activation, hits mostly activators; hit rate 2.4% among 320,000;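 note: potency is the fitted concentration of half-maximal effect; % of control where 0% means no effect; nearly all actives have a fitted effect of over 60% in size; reporter is driven by a mutant NPC1 promoter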
#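 NPC1 promoter–luciferase Huh7 cells; 24 h compound; luminescence.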
# Giardia kill = kills Giardia lamblia. Giardia lamblia trophozoite viability. activity change, % at 7.66 µM, hits read low. hit rate 0.15% among 340,000. AID 540267; in the data active = activity change below about -80%; inconclusive = between about -30% and that limit;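 note: parasites exposed to compound for two days anaerobically before the ATP read; % is set by controls: 0 for no effect and ±100 for the full control effect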
#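 Luminescent ATP signal served as the viability read-out, measured 15-30 min after adding ATP detection reagent to trophozoites that had been incubated with compounds for 48 hrs at 37 deg C anaerobically at 100 cells/well.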
# ELG1 genotoxic = induces genotoxicity in HEK293T cells with luciferase-tagged ELG1 | HEK293T ELG1-luciferase reporter, luminescence, 16 h | Potency, µM (series often up to 46 µM), without a hit: at the highest dose activity change, positive = activation, usual class: activators | hit rate 1.3% among 330,000 | AID 504466; note: potency is the fitted concentration of half-maximal effect; % of control where 0% means no effect; nearly all actives have a fitted effect of over 60% in size
#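 Cells (2,000/well) expressing the ELG1-luciferase fusion are dosed by pin tool and kept 16 hr at 37 °C, 5% CO2. Signal comes from ONE-Glo luciferase reagent after 30 min at room temperature.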
# KCNH2 3.1 block = KCNH2 3.1 (human) potassium channel inhibition. U2OS KCNH2 3.1, thallium flux FluxOr; hits give low values. activity change, % (tested at about 1.8 µM). hit rate 0.95% among 340,000;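 active = maximum activity change below -70%; inconclusive = maximum activity change from -70% to -50%; inactive = maximum activity change above -50%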;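 note: thallium influx rate constant from kinetic fluorescence after stimulation buffer; % is set by controls: 0 for no effect and ±100 for the full control effect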
#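 Steps: virus added to U2OS suspension (4 h, RT, dark); medium with 10% FBS added, cells plated, 37 C overnight; FluxOr/Red40 loading buffer 45 min RT; stimulation buffer, 2 min kinetic read; rate constant normalized.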
# uPA generation = cell surface uPA generation inhibition. cell surface uPA generation assay, qHTS. Potency, µM (titrated, usually from 38.3 µM), without a hit: top-dose activity change, negative = inhibition, hits mostly inhibitors. hit rate 0.31% among 330,000. AID 540303; active = well fitted inhibition curve with a large enough effect; inconclusive = small, poorly fitted or top-dose-only effect; inactive = no such curve, though single readings can be large or run the other way; tested in mouse RAW 264.7 cells; note: potency is the fitted concentration of half-maximal effect; % is set by controls: 0 for no effect and ±100 for the full control effect; nearly all actives have a fitted effect of over 55% in size
# RORg inh = blocks mouse ROR gamma transcriptional activity | P51450 | Drosophila S2 Gal4-RORgamma UAS-luciferase reporter, 20 h | Potency, µM (top dose mostly 53.6 µM), for the others: at the highest dose activity change, negative = inhibition, hits mostly inhibitors | hit rate 5.4% among 310,000; note: potency is the fitted concentration of half-maximal effect; % is set by controls: 0 for no effect and ±100 for the full control effect; nearly all actives have a fitted effect of over 60% in size
#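 Luminescence from a UAS-regulated Photinus luciferase reporter in stably transfected Drosophila Schneider cells is measured; decreased signal marks ROR gamma inhibition. Fusion expression is induced by 700 uM copper sulfate for 20 hr.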
# Tb PFK inh = inhibitors of T. brucei phosphofructokinase; O15648; T. brucei PFK, ADP-Glo luminescence; Potency, µM (top dose mostly 57.5 µM), inactives show top-dose activity, negative = inhibition, most hits filed as inhibitors; hit rate 0.17% among 330,000;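 note: potency is the fitted concentration of half-maximal effect; 0% = uninhibited 1x PFK enzyme wells and -100% = no-enzyme wells; nearly all actives have a fitted effect of over 60% in size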
# Target sequence (O15648 whole entry, looked up): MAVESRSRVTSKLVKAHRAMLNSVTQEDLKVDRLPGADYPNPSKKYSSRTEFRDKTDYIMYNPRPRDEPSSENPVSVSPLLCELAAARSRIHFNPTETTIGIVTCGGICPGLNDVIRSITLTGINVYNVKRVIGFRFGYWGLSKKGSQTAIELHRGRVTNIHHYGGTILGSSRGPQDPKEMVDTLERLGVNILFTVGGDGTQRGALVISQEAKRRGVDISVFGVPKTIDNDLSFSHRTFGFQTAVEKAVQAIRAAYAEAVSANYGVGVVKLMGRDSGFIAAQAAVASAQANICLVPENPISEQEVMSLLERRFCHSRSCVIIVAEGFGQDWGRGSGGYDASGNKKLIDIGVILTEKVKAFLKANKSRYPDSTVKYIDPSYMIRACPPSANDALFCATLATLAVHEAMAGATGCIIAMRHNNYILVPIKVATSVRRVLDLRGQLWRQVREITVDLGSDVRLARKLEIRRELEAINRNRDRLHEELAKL
#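 Compounds were pin-transferred as a titration series up to 57 uM into substrate buffer (0.5 mM F6P, 0.1 mM ATP, pH 8.0), then 1.25 nM PFK was added and reactions ran 45 min before ADP-Glo detection.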
# Gal4-VP16 FLuc = inhibits Gal4-VP16 luciferase reporter, ROR gamma counter-screen | Drosophila S2 Gal4-VP16 UAS-luciferase, luminescence, 20 h | Potency, µM (titrated, usually from 53.6 µM), inactives show top-dose activity, negative = inhibition, actives largely listed as inhibitors | hit rate 3.5% among 310,000 | AID 2546;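 note: Gal4-VP16 expression switched on by copper sulfate through the metallothionein promoter; potency is the fitted concentration of half-maximal effect; % is set by controls: 0 for no effect and ±100 for the full control effect; nearly all actives have a fitted effect of over 50% in size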
# Rab9 promoter act = activates the Rab9 promoter; Huh7 Rab9 promoter-luciferase reporter, luminescence, 24 h; Potency, µM (highest dose often 9.22 µM), without a hit: at the top dose activation, negative = inhibition, hits mostly activators; hit rate 2.8% among 320,000; AID 485297; note: potency is the fitted concentration of half-maximal effect; % of control where 0% means no effect; nearly all actives have a fitted effect of over 60% in size
#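 Luminescence from Amplite-detected luciferase (10 minutes, ambient) reports Rab9 promoter activation. Before that, stable Rab9-luciferase Huh7 cells (1500/well, reduced-serum OP-MEM I plus 10% FBS) were exposed to compound for 24 hours at 37C.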
# FBPA coupling cs = coupling enzyme interference in Giardia aldolase counter-screen; coupling enzyme system counterscreen, AmpLite Red fluorescence; activity change, negative = inhibition, % at 58.2 µM, hits read low; hit rate 0.67% among 290,000; AID 2472; in the data active = activity change below about -30%; note: % is set by controls: 0 for no effect and ±100 for the full control effect
#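 Final compound at 57.5 uM, incubated 10 min at RT with coupling enzyme reagent (glyceraldehyde-3-phosphate), then 20 min with substrate and AmpLite Red detection. Fluorescence read at 525/598 nm; tests interference with the coupling assay, not aldolase inhibition.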
# FLuc counter = inhibits or activates purified firefly luciferase, miR-21 counter-screen; P08659; purified FLuc, Km substrates, luminescence inhibition; Potency, µM (series often up to 57.5 µM), for the others: at the top dose activity change, negative = inhibition, hits mostly inhibitors; hit rate 6.9% among 360,000; AID 588342;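 note: potency is the fitted concentration of half-maximal effect; plate controls were vehicle for no effect and reference inhibitor for full effect; nearly all actives have a fitted effect of over 55% in size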
# Target sequence (P08659 whole entry, looked up): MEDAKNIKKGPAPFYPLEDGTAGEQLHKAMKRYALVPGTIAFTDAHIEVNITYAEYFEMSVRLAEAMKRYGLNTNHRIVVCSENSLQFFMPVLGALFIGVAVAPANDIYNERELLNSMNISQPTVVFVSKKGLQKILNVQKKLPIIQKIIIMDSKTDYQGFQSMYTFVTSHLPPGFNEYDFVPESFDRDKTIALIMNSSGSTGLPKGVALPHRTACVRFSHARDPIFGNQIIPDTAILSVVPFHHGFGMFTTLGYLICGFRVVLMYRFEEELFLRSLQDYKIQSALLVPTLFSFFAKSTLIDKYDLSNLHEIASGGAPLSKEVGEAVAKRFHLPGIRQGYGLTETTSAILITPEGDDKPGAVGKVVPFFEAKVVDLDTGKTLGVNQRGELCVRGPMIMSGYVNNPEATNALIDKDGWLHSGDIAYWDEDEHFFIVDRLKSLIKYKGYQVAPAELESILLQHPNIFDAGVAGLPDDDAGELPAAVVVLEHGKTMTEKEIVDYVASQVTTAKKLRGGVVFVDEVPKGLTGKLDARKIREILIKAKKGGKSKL
#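 Purified P. pyralis luciferase, 10 nM final, with Km-level 10 uM D-luciferin and 10 uM ATP in 50 mM Tris acetate pH 7.5, 10 mM Mg acetate, 0.01% Tween-20, 0.05% BSA; 6-point qHTS titration about 60 µM downward; luminescence read.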
# * marks the source's active call; other numbers are inactive results; ? = inconclusive; . = no result given; [ ] = remark or other dose. Unless noted, calls come from the whole dose curve; as a rule, active = well fitted curve in the direction sought with a large enough effect; inconclusive = small, poorly fitted or top-dose-only effect, or another doubt; inactive = no such curve, though single readings can be large; an effect the other way counts as inactive or inconclusive.
SMILES,NPC1 promoter act,Giardia kill,ELG1 genotoxic,KCNH2 3.1 block,uPA generation,RORg inh,Tb PFK inh,Gal4-VP16 FLuc,Rab9 promoter act,FBPA coupling cs,FLuc counter
Cc1ccc(C2CC(=O)NC(SCC(=O)Nc3nccs3)=C2C#N)cc1 (stereo not given),-5%,-3,-2%,-3,-7%,16%,-3%,-11%,-4%,9,2%
O=C(COC(=O)CCC1CCCC1)Nc1cc(S(=O)(=O)N2CCOCC2)ccc1Cl,-1%,8,3%,-6,0%,.,6%,.,-1%,.,1%
COC(=O)c1cnc(SCc2ccc(C)cc2)n1C,16%,-5,11%,13,1%,-33%,-5%,?,2%,-2,?
COc1ccccc1CCC(=O)OCC(=O)NC1CCCC1,-3%,3,-6%,-15,1%,.,-7%,.,-9%,.,-1%
CC(=O)N1CCCc2cc(S(=O)(=O)N(C)CCC#N)ccc21,2%,-8,-1%,-21,0%,-6%,3%,-1%,-9%,1,5%
CCOC(=O)CCCNC(=O)c1cncc(O)c1,-4%,-3,0%,0,2%,-21%,-1%,-2%,21%,3,1%
CCc1cccc(NC(=O)CCNS(=O)(=O)c2ccc3c(c2)oc(=O)n3C)c1,1%,-9,1%,4,2%,15%,3%,9%,0%,.,-1%
CCCn1c(N)c(Sc2ccc(C)cc2)c(=O)n(CCC)c1=O,-2%,-7,-1%,-10,2%,-13%,-8%,6%,9%,1,6%
COC(=O)c1cccc(NC(=O)CSc2nncn2-c2ccccn2)c1,-3%,0,-2%,-33,-5%,-9%,1%,-1%,-1%,1,-1%
CCC(=O)N(C)/C=C1\Sc2ccccc2C1=O,-6%,9,4%,-10,-2%,8%,-3%,-4%,9%,.,11µM*
CCCc1cc(=O)oc2cc(C)cc(OCC(=O)NCCCn3ccnc3)c12,-2%,1,-1%,-22,0%,-3%,4%,1%,0%,8,0%
C=CCn1c(SCc2ccc(C#N)cc2)nnc1-c1ccc(C)cc1,-2%,15,-7%,4,.,?,-3%,-1%,9%,0,4%
O=C(NCc1ccccc1)c1nc[nH]c1C(=O)N1CCc2ccccc2C1,0%,-28,0%,.,-17%,.,3%,.,2%,.,0%
COC(=O)C(C)N(C(=O)c1cccc(Cl)c1)c1c(C)cccc1C (stereo not given),2%,-11,0%,8,.,-1%,2%,-3%,5%,-23,-3%
CSCCC(NC(=O)c1ccccc1Br)C(=O)N1CCC(C)CC1 (stereo not given),-3%,-2,-3%,0,-4%,7%,0%,7%,-1%,-1,4%
CCOc1ccc(C2/C(=C(\O)c3ccc4c(c3)OCCO4)C(=O)C(=O)N2CCCN2CCOCC2)cc1 (stereo not given),-1%,2,3%,-6,2%,-13%,-1%,1%,-2%,.,0%
COc1ccc([N+](=O)[O-])cc1NC(=O)COC(=O)C1CC1,0%,-1,1%,8,-1%,12%,0%,3%,13%,3,-3%
O=S(=O)(c1ccc(Cl)cc1)N1CCN(Cc2ccncc2)CC1,0%,-4,6%,17,1%,9%,1%,3%,-6%,4,-3%
CC(C(=O)NCC1(c2ccccc2)CCCC1)N1CCOCC1 (stereo not given),2%,14,1%,-11,5%,23%,2%,7%,-4%,3,1%
Cc1cc(NC(=O)c2ccc(C)o2)no1,19%,6,?,-6,3%,17%,2%,4%,2%,.,?
O=C(NCC(c1ccc(F)cc1)N1CCOCC1)c1ccco1 (stereo not given),-3%,-9,3%,-25,1%,.,-5%,.,2%,.,2%
COc1ccccc1N1CCN(C(=O)CCC(=O)O)CC1,-5%,11,-3%,9,-3%,5%,-8%,-13%,-11%,-4,2%
COc1ccc(-n2c(SCCC(=O)O)nnc2-c2ccncc2)cc1,-2%,-6,5%,3,-3%,-11%,4%,21%,-3%,5,5%
O=C(Nc1ccc(S(=O)(=O)N2CCOCC2)cc1)c1ccco1,-3%,-11,3%,11,-4%,28%,-2%,2%,-7%,3,5%
O=S(=O)(c1ccc(Br)s1)N1CCN(c2ccccn2)CC1,0%,12,-2%,-7,-6%,23%,-2%,8%,3%,-2,-2%
COC(=O)c1ccc(NC(=O)COc2ccc(C3C(C#N)=C(N)Oc4c3ccc3ccccc43)cc2OC)cc1 (stereo not given),-4%,9,-4%,6,.,18%,0%,-9%,-2%,-4,-2%
C[C@H](NC(N)=O)C(=O)Nc1ccc(OCc2ccccc2)cc1,?,4,14%,-2,-1%,19%,-5%,-1%,3.5µM*,4,?
CC(=O)Oc1cc2cccc(OC(C)=O)c(=O)c2c(OC(C)=O)c1OC(C)=O,2%,-19,20%,-4,?,-32%,?,-11%,9%,0,-3%
O=C(CC(=O)c1ccccc1)Nc1cc([N+](=O)[O-])ccc1Cl,4%,-10,-2%,-1,-3%,?,-6%,3%,19%,0,?
COc1cccc(/C=N/NC(=O)C(C)n2nc(C)c([N+](=O)[O-])c2C)c1O (stereo not given),-13%,-15,?,-2,-5%,0.18µM*,2%,0.04µM*,-30%[inhibitor],1,7.6µM*
O=c1[nH]cccc1-c1nc2ccccc2[nH]1,?,5,?,-3,-6%,20%,4%,2%,29%,0,?
Cc1ccc(S(=O)(=O)N2CCN(C(=O)CN3CCCCC3)C2)cc1,-2%,12,0%,10,-1%,2%,-2%,-2%,3%,0,7%
COCCNc1nc(C)cc(-c2cc(C(=O)NC3CCCC3)on2)n1,-2%,19,5%,.,7%,0%,3%,3%,-2%,2,0%
O=C(O)[C@H](CO)Nc1ncnc2sc3c(c12)CCC3,2%,-4,1%,1,-4%,-15%,3%,-2%,-7%,1,1%
CCOC(=O)c1ccccc1NC(=O)COc1ccccc1,10%,4,-5%,?,2%,1%,-3%,1%,-16%,2,0%[2.3 µM]
CC1CCCCN1CCCNC(=O)C1CCN(c2nc3ccccc3o2)CC1 (stereo not given),-7%,0,-7%,-19,-4%,16%,0%,-8%,1%,3,6%
O=C(Cn1nnc2c(cnn2-c2ccccc2)c1=O)N1CCN(c2ccccc2F)CC1,10%,0,0%,-8,0%,2%,3%,-2%,18%,3,3%
O=C(NCc1ccc(OC(F)(F)F)cc1)c1cccc2c1C(=O)c1ccc(N3CCCC3)cc1S2(=O)=O,.,-6,1%,-2,1%,.,0%,.,.,.,.
COCCNC(=O)CN1C(=O)NC2(CCOc3ccccc32)C1=O (stereo not given),3%,-8,0%,-11,-5%,-7%,-1%,0%,-1%,0,0%
Cc1c(Cl)cnc(NC(=O)COC(=O)c2nn(C)c(=O)c3ccccc23)c1Cl,-4%,8,6%,-31,2%,?,0%,-19%,-1%,4,0%
CN(C)S(=O)(=O)c1cccc(COC(=O)CN2C(=O)NC3(CCCC3)C2=O)c1,-1%,-20,-7%,14,1%,39%,1%,10%,7%,.,4%
CC(C)(CSc1ncccn1)NS(=O)(=O)c1ccccc1,1%,-2,-2%,5,-3%,-27%,-2%,-2%,0%,1,-2%
CCOc1cc(NC(=O)c2cccs2)c(OCC)cc1NC(=O)c1cccnc1,0%,-11,8%,13,-3%,9%,1%,2%,-8%,1,1%
COc1ccc(C(=O)OCC(=O)N(C)C2CCS(=O)(=O)C2)cc1S(=O)(=O)N1CCCc2ccccc21 (stereo not given),0%,9,4%,-15,0%,?,-3%,6%,-1%,1,?
COc1cccc(-c2nc(CS(=O)(=O)CC(=O)Nc3cccc(C)c3C)c(C)o2)c1,-6%,10,-3%,-29,-5%,11%,-4%,-9%,2%,0,-1%
O=C(NC1CCc2ccccc21)C1CCN(S(=O)(=O)c2ccc(Cl)cc2)CC1 (stereo not given),-1%,12,-3%,9,-4%,26%,-9%,-4%,1%,0,12%
c1ccc2c(c1)OCC(c1csc3ncnc(N4CCCCC4)c13)O2 (stereo not given),-4%,11,-6%,19,0%,32%,5%,-11%,-1%,4,0%
O=C(NC1CC1)c1ccc(CS(=O)c2ccccc2)o1 (stereo not given),-5%,13,5%,-8,0%,-21%,-2%,-4%,2%,-3,-2%
COc1cc(NC(C(=O)Nc2cccc(C(C)=O)c2)c2ccccc2)cc(OC)c1OC (stereo not given),-3%,20,?,-32,-7%,-17%,-3%,27%,1%,-10,-6%
CCC(=O)N1c2ccccc2NC2=C(C(=O)CCC2)C1c1ccco1 (stereo not given),0%,-2,-21%,-4,3%,27%,5%,-17%,-1%,5,-1%

# Assay outcomes from PubChem BioAssay.
